IDE cell activ – human IDE activators in live cells, primary screen, fluorescence polarization, HEK cells, FAbeta-B substrate; Insulin-degrading enzyme (Homo sapiens), P14735; FAbeta-B cleavage; 0% vehicle, 100% cell-free pure enzyme wells; activation, % at 5.96 µM; actives 0.073% (n = 340,000);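 active = activation above the mean of all tested compounds plus 3 SD, set per screening campaign, cut at about 17% in these data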
SUMO HTRF inh – inhibitors of in vitro SUMOylation cascade, primary screen, biochemical, HTRF, uHTS | inhibition, % at 35 µM | actives 0.36% (n = 290,000) | HTRF SUMOylation assay, SAE1/SAE2 + UBC9 | AID 2006, 2009 | SUMO-conjugating enzyme UBC9 (Homo sapiens), P63279; in the data active = inhibition above about 50%, passing the limit was not always enough; also: strong numbers were not always called active
MEKK3 PB1 HTS – modulators of MEKK3-MEK5 PB1 binding, primary screen, biochemical, wildtype MEKK3, multiplex bead flow cytometry, Alexa488-MEK5; Mitogen-activated protein kinase kinase kinase 3 (Homo sapiens), Q99759; bead-based flow cytometry, Alexa488-MEK5 binding to MEKK3; actives lie on both sides; 0 = blocked by unlabeled MEK5, 100 = vehicle; binding response (% of control), % at 10 µM; actives 1.4% (n = 290,000); AID 1529, 2009;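 active = binding response more than 3 SD above or below the average of its plate-row segment, actives on both sides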;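 also: Alexa488 bead fluorescence after subtracting the streptavidin-only scavenger bead signal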
NALP1 inh – NALP1 inflammasome inhibitors in reconstituted yeast, colorimetric, S. cerevisiae, triplicate retest; S. cerevisiae NALP1/ASC/caspase-1 growth, X-gal OD620, 72 h; inhibition, % at 10 µM; actives 0.61% (n = 280,000); in the data active = inhibition mostly above about 24%, no sharp cut-off; inactive = mostly below about 32%; also: some compounds called inactive have numbers as strong as hits
IDE inh – human IDE inhibitors in live cells, primary screen, fluorescence polarization, HEK cells, FAbetaB substrate | Insulin-degrading enzyme (Homo sapiens), P14735 | FAbetaB cleavage | inhibition, % at 5.59 µM | actives 0.41% (n = 320,000) | AID 434962, 2010;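 active = percent inhibition above the average of all tested compounds plus 3 SD, set per screening campaign, cut at about 16% in these data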;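 also: IDE supplied by intact live HEK cells; FP after avidin binding of uncleaved biotin substrate so inhibition keeps polarization high; 0% = DMSO wells and 100% = 60 µM reference IDE inhibitor Ii1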
M18AAP inhibitor – PfM18AAP inhibitors, malaria aminopeptidase, primary screen, biochemical, QFRET, recombinant enzyme; inhibition, % at 7.35 µM; AID 1822, 2009; H-Glu-NHMec fluorogenic cleavage; actives 1.2% (n = 290,000); M18 aspartyl aminopeptidase (Plasmodium falciparum 3D7);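 active = inhibition above the campaign mean inhibition over all tested compounds plus 3 SD, cut at about 28% in these data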;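 also: 0% = plate median of test compound wells and 100% = 2 mM ZnCl2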
MEKK2 WT-MEK5 – modulators of MEK5 binding to wildtype MEKK2, primary screen, biochemical, multiplex bead flow cytometry, Alexa488-MEK5. binding response (% of control), % at 10 µM. Mitogen-activated protein kinase kinase kinase 2 (Homo sapiens), Q9Y2U5. actives 1.1% (n = 290,000). Alexa488-MEK5 binding to MEKK2 WT; actives lie on both sides; in the data active = binding response below about 67% or above about 130%
pCIP destab – p/CIP-EGFP fusion destabilizers, primary screen, fluorescence, F442A cells; Q05BA5; 16 h; decrease of EGFP signal, % at 10 µM; actives 0.01% (n = 290,000);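 active = EGFP signal decrease of at least 30% at 10 µM or well 3 SD below plate mean, unless failing retest; inactive = the rest, including hits failing retest or dose response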; also: some compounds called inactive have numbers as strong as hits; many of its hits are not listed in these tables
MEKK2mut PB1 HTS – MEK5 binding signal on mutant MEKK2 PB1, primary screen, biochemical, multiplex bead flow cytometry, Alexa488-MEK5. Alexa488-MEK5 binding to MEKK2 mutant. actives 0.35% (n = 290,000). percent response, % at 10 µM; in the data active = percent response above about 24%, passing the limit was not always enough; also: inactives centre near 1; some results filed as inactive read as strong as hits; reference of the scale not given here
Active calls of the source: *; nt = not tested or not shown; [ ] = another dose, or the depositor's remark. The list is partial; count on the stated rates, not on these rows.

SMILES | IDE cell activ | SUMO HTRF inh | MEKK3 PB1 HTS | NALP1 inh | IDE inh | M18AAP inhibitor | MEKK2 WT-MEK5 | pCIP destab | MEKK2mut PB1 HTS
O=C(NCc1cccnc1)C1CCCCN1S(=O)(=O)c1ccc(F)cc1 (stereo unspecified) | 3 | 2 | 95 | -6 | -6 | -6 | 98 | -2 | 0
Cc1ccc(Cn2nnc(C(=O)Nc3cc(C)ccc3C)c2N)cc1 | -3 | 8 | 103 | -75 | 2 | 0 | 96 | -4 | -3
CCC(Cc1ccccc1)NC(=O)CN1C(=O)CSc2ncccc21 (stereo unspecified) | 6 | 0 | 103 | 17 | 0 | -8 | 101 | 6 | 0
O=c1oc2ccccc2n1CCn1c2ccccc2c2nc3ccccc3nc21 | 14 | 18 | 96 | nt | 2 | 0 | 92 | -12 | -10
CN(Cc1cccc(F)c1)C(=O)c1ccccc1Sc1ccccc1C#N | 2 | 4 | 103 | 11 | -1 | 3 | 100 | 10 | -5
COc1ccc(CN(C)Cc2c(O)ccc3ccccc23)cc1 | 7 | -2 | 102 | -18 | 1 | 47* | 104 | -14 | 2
COc1cccc2cc(C(=O)NCCN3CCOCC3)c(=O)oc12 | 5 | 27 | 97 | 14 | 6 | 4 | 95 | -14 | 1
O=Cc1ccc(OC(=O)CCCCC(=O)Oc2ccc(C=O)cc2)cc1 | -4 | -2 | 96 | 24 | 2 | 12 | 97 | -14 | -3
CCNC(=O)CN1c2cccc3cccc(c23)S1(=O)=O | 0 | 11 | 92 | 2 | 6 | -3 | 93 | -6 | 1
C=CCOn1c(=O)c(-c2ccc(Cl)cc2)[n+]([O-])c2ccccc21 | -1 | 8 | 102 | 10 | nt | 7 | 105 | -8 | 0
Cc1ccc(NC(=S)Nc2ccc3[nH]c(=O)[nH]c3c2)cc1 | -3 | 0 | 92 | -16 | 5 | 4 | 91 | -7 | -7
COCCN1C(=O)/C(=C/c2ccc(N3CCCC3)cc2)SC1=S | -37 | 3 | 87 | -12 | 26* | 13 | 59*[inhibitor] | -215 | -22
Cc1ccc(Nc2nc(Oc3ccc(OCc4ccccc4)nn3)nc(N3CCOCC3)n2)cc1 | 6 | -8 | 101 | 5 | 6 | 10 | 99 | -12 | 7
Cc1cccc(NC(=S)N(c2ccccc2)C(C)C)c1C | 2 | -10 | 104 | 10 | 6 | 6 | 111 | -12 | 13
Cc1ccc2c(C)c(C(=O)N3CCN(c4ncccn4)CC3)oc2c1C | 1 | 10 | 100 | 28 | nt | -5 | 102 | 8 | -3
COc1cccc(OC)c1C(=O)Nc1cccc(-c2nc3ccccc3[nH]2)c1 | -5 | -2 | 86 | 2 | 1 | 5 | 82 | -9 | -19
Nc1cc(Cl)ccc1Oc1ccc(Cl)cc1 | -1 | 0 | 110 | 7 | -4 | 5 | 111 | -6 | 4
COc1ccc(-n2c(=O)c3ccccc3n(CC(=O)NCC3CCCO3)c2=O)cc1 (stereo unspecified) | -2 | 20 | 100 | 1 | -1 | 5 | 94 | -17 | 1
CN(C)S(=O)(=O)c1cccc(C(=O)C2=C3SC=C(c4ccccc4)N3CC2)c1 | 1 | 13 | 100 | -4 | 5 | 34* | 96 | -12 | -1
O=C(CSc1nc2ccc(Cl)cc2[nH]1)NC1CCCc2ccccc21 (stereo unspecified) | 1 | -14 | 91 | 26 | 4 | 11 | 92 | -9 | -5
Cc1ccc(NC(=O)NCC2CCN(Cc3cc(C)ccc3Cl)CC2)c(C)c1 | 1 | -5 | 90 | 9 | -8 | 3 | 112 | -4 | 2
CNC(=S)NNC(=O)c1ccccc1Cl | nt | -5 | 100 | -5 | -3 | 4 | 99 | -1 | 9
O=C(c1ccc([N+](=O)[O-])s1)N1CCc2ccccc2C1 | 3 | 12 | 103 | 3 | -2 | 10 | 101 | -18 | 4
Cc1ccccc1C1CC(=O)NC2=C1C(=O)CCC2 (stereo unspecified) | 1 | 4 | 103 | 4 | 2 | -2 | 106 | 4 | 8
CCOC(=O)C1=C(C)N(C)C(C)=C(C(=O)OCC)C1c1ccc(C(=O)OC)cc1 | 3 | -17 | 112 | 0 | 2 | 2 | 112 | -2 | 11
COc1cc2c(N3CCOCC3)cc(O)c(CC(=O)Nc3ccccc3)c2cc1OC | 0 | 7 | 98 | 23 | 2 | -2 | 98 | -1 | 1
O=C(O)COc1ccccc1/C=N/NC(=O)CSc1nnc(-c2ccc(Cl)cc2)n1C1CCCCC1 | 7 | 12 | 107 | -16 | 1 | 3 | 111 | -17 | 4
O=C1CC(c2ccccc2)Sc2nc3ccccc3n21 (stereo unspecified) | -4 | -1 | 93 | 1 | -3 | 0 | 98 | -3 | -2
CN(C)c1ccc(NC(=O)Nc2cccc3ccccc23)cc1 | 2 | 23 | 95 | 25 | 0 | 4 | 95 | -8 | 2
CCCCC(=O)Nc1ccc2oc(-c3ccncc3)nc2c1 | 8 | 40 | 108 | 8 | -3 | 2 | 105 | -3 | 1
COc1ccc(C(=O)NNC(=O)CCn2nnc(-c3ccc(C)cc3)n2)cc1OC | 1 | -15 | 114 | 1 | 2 | 0 | 109 | 11 | 0
COc1ccc(C2C3=C(CCCC3=O)Nc3nc(-c4cc(OC)c(OC)c(OC)c4)nn32)cc1OC (stereo unspecified) | 2 | 12 | 100 | 36 | -6 | -7 | 98 | -4 | 3
O=C(CCNC(=O)N1CCn2c1nc1ccccc12)NCc1ccccc1Cl | -1 | 16 | 103 | 22 | 1 | -9 | 105 | -15 | 1
CCN(CC)C(=O)COC(=O)c1cc(-c2ccc(OC)cc2)nc2ccccc12 | 2 | 23 | 98 | 7 | 0 | -1 | 95 | 7 | -4
CCOC(=O)c1cccnc1NC(=O)c1ccncc1 | 3 | 9 | 99 | 35 | 3 | -2 | 98 | -4 | -1
CC(C)CCNC(=O)C(c1ccc(O)cc1)N(Cc1ccco1)C(=O)CCC(=O)Nc1nccs1 (stereo unspecified) | -1 | 8 | 97 | 12 | -1 | 2 | 99 | -8 | 1
N#Cc1c(NCCN)nc(-c2ccccc2)c2c1CCCC2 | 7 | 17 | 102 | -7 | 3 | -8 | 101 | 8 | 4
O=C(OC(C(=O)NCc1ccccc1)c1ccccc1F)c1ccco1 (stereo unspecified) | 4 | 13 | 98 | 21 | -2 | 4 | 104 | -11 | 5
O=S1(=O)N=C(N2CCCC2)c2ccccc21 | -2 | 3 | 106 | 21 | 9 | -1 | 106 | -3 | 6
CCC(C)[C@H](NC(=O)N1CCn2c1nc1ccccc12)C(=O)NCc1ccccc1 (stereo partly specified) | -5 | nt | 98 | 9 | 5 | 7 | 100 | -14 | 6
NC(=O)C1(N2CCCCC2)CCN(c2ccc3nnc(-c4ccccc4)n3n2)CC1 | -4 | 10 | 104 | -12 | 4 | 0 | 103 | -3 | 8
Cc1ccc(NC(=O)CSc2nc(NS(=O)(=O)c3ccccc3)cc(=O)[nH]2)cc1 | 0 | 45 | 91 | 0 | 0 | 0 | 84 | 2 | -16
CC(OC(=O)c1ccc(Cl)c(S(=O)(=O)N2CCOCC2)c1)C(=O)NC1CCCCC1C (stereo unspecified) | 3 | 9 | 107 | 19 | 4 | -9 | 109 | -11 | 9
O=C(Nc1cc(C(F)(F)F)ccc1-n1cncn1)c1ccc(-c2ccccc2)cc1 | 0 | -28 | 104 | -5 | 1 | 0 | 103 | 1 | -1
CCS(=O)(=O)N1CCCC(C(=O)NCCN(C)Cc2ccccc2)C1 (stereo unspecified) | -3 | 1 | 97 | 4 | 1 | 7 | 101 | -2 | 13

Shown with two lines to a compound: part of the list above
Values in the order – IDE cell activ	SUMO HTRF inh	MEKK3 PB1 HTS	NALP1 inh	IDE inh	M18AAP inhibitor	MEKK2 WT-MEK5	pCIP destab	MEKK2mut PB1 HTS
O=C(Nc1cc(C(F)(F)F)ccc1-n1cncn1)c1ccc(-c2ccccc2)cc1
    0	-28	104	-5	1	0	103	1	-1
CCN(CC)C(=O)COC(=O)c1cc(-c2ccc(OC)cc2)nc2ccccc12
    2	23	98	7	0	-1	95	7	-4
CCS(=O)(=O)N1CCCC(C(=O)NCCN(C)Cc2ccccc2)C1 (stereo unspecified)
    -3	1	97	4	1	7	101	-2	13

(further entries)
SMILES | IDE cell activ | SUMO HTRF inh | MEKK3 PB1 HTS | NALP1 inh | IDE inh | M18AAP inhibitor | MEKK2 WT-MEK5 | pCIP destab | MEKK2mut PB1 HTS
CN(C)CCCN(C(=O)c1cc(-c2cccs2)nc2ccccc12)c1nc2c(F)cccc2s1 | -7 | -13 | 103 | 22 | -2 | 2 | 172* | 0 | 27*
CCN(CC)CCN1C(=O)c2ccccc2NC1c1ccccc1F (stereo unspecified) | 1 | 26 | 105 | 15 | 1 | 4 | 109 | 2 | 4
Cc1ccc(NC(=S)NNC(=S)Nc2ccc(C)cc2C)cc1 | 0 | -35 | 99 | 1 | 5 | 16 | 95 | -11 | -5
CCOc1ccc2[nH]c(=O)c(CN(CCN3CCCC3)C(=S)Nc3ccccc3OCC)cc2c1 | 0 | -12 | 105 | 6 | -2 | 1 | 93 | -8 | 3
Cn1cc(Br)c(C(=O)NC(=S)Nc2ccc(S(N)(=O)=O)cc2)n1 | -6 | 10 | 102 | 7 | -2 | 21 | 101 | -10 | 2
CC1(C)Cc2ccccc2C2=NNC(=O)C2=N1 | 1 | 41 | 104 | -12 | -1 | 1 | 94 | -13 | 1
Cc1csc(Nc2ccccc2)[n+]1C | 8 | 5 | 95 | 6 | 2 | 7 | 96 | -3 | 3
NC(=O)CC(NC(=O)Cc1ccc(Br)cc1)c1ccc(NC2CCN(Cc3ccccc3)CC2)c([N+](=O)[O-])c1 (stereo unspecified) | -6 | 2 | 103 | 8 | 2 | -2 | 117 | -5 | 1
O=c1cc(-c2c(F)c(F)c(F)c(F)c2F)oc2c(F)c(F)c(F)c(F)c12 | nt | 19 | 96 | -3 | 3 | -1 | 97 | -32 | 0
CCOC(=O)c1c(-c2ccc(C)o2)csc1NC(=S)NC(=O)c1cccs1 | 2 | 12 | 99 | 18 | -5 | -79 | 94 | 1 | -2
CC(=O)N1N=C(c2ccc(C)o2)CC1c1cccc(F)c1 (stereo unspecified) | 9 | 18 | 96 | 9 | 1 | -14 | 98 | -8 | -4
O=C1c2ccccc2C(=O)N1CCCCCc1nc(-c2ccccc2)no1 | 5 | -9 | 104 | 7 | 3 | -12 | 102 | -4 | 1
O=C(C1CCCN(Cc2ccccc2C(F)(F)F)C1)N1CCCCC1 (stereo unspecified) | 4 | 16 | 98 | 11 | -1 | 1 | 96 | 2 | 0
CCC(C(=O)OCCOCCN(CC)CC)c1ccccc1 (stereo unspecified) | nt | 12 | 99 | 26 | 7 | 2 | 95 | -9 | 3
O=C(NCCNC(=O)c1ccccc1Br)c1ccccc1Br | -1 | 9 | 110 | -10 | -1 | 4 | 110 | -8 | 10
O=[N+]([O-])c1cccc(S(=O)(=O)N2CCCC2)c1 | 0 | 0 | 15*[inhibitor] | 17 | -8 | -20 | nt | 13 | 90*

Source: PubChem BioAssay
